# EP2 modulator = modulates human prostaglandin E2 receptor EP2 signaling. P43116. EP2-expressing cells, cAMP HTRF FRET, PGE2 co-stimulation. induction, % at 25 µM. hit rate 0.83% among 260,000;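 active = compounds whose cAMP rise, as percent of the full-agonist control response, exceeds 60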;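 note: rat C6 glioma line stably carrying human EP2 under a CMV promoter; the protocol text gives 20 µM as final concentration; 100% = response of wells given 1 µM PGE2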
# p97 ATPase inh = blocks human p97 ATPase activity. recombinant p97 ATPase, Kinase-Glo ATP luminescence, 3 h. hit rate 0.42% among 220,000. inhibition, % at 8 µM. P55072; in the data active = inhibition above about 15%;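 note: 0% = DMSO vehicle and 100% = wells lacking enzyme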
# eIF4E-4G inh = blocks eIF4E binding to eIF4G; inhibition, % at 21.7 µM; TR-FRET eIF4E-eIF4GI(517-606) binding, 2 h; AID 782; hit rate 0.37% among 220,000;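 active = inhibition above about 30%, limit read from the data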;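 note: 0% = full FRET control wells and 100% = background wells lacking eIF4GI fragment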
# S1P4 antag = blocks the human S1P4 receptor | O95977 | S1P4-expressing cells, antagonist mode, reporter read-out | inhibition, % at 4.98 µM | hit rate 0.26% among 220,000 | AID 1510; in the data active = inhibition above about 29%;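 note: 0% = wells stimulated with agonist and 100% = vehicle wells without agonist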
# Target sequence (O95977 whole entry, looked up): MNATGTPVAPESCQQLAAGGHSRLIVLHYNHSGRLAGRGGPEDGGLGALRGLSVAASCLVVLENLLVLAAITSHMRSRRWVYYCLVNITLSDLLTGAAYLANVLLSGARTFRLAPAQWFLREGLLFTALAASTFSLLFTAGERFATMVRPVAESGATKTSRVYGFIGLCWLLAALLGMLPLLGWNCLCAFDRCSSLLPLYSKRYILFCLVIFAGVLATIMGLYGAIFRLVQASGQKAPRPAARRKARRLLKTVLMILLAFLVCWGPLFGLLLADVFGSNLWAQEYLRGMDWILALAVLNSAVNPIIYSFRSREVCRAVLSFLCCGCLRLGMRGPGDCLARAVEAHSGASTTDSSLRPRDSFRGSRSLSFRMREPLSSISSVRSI
# NPY Y1 blocker = NPY-Y1 (human) receptor antagonism | HEK293-CNG Y1 cells, membrane potential fluorescence; NPY at EC95, then isoproterenol | inhibition, % at 3.6 µM | hit rate 1% among 200,000;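 active = inhibition above the campaign mean inhibition of all tested compounds plus 3 SD, cut at about 20% in these data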;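 note: 0% = DMSO wells given NPY plus isoproterenol and 100% = isoproterenol alone without NPY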
#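 Material: Y1- and CNG-channel-expressing HEK293 cells / Probe or stimulus: NPY 25 nM then isoproterenol 1 µM plus Ro 20-1724 25 µM / Doses: 3.6 µM single dose, DMSO 0.4% / Schedule: compound incubation 1 h at room temperature, readout 45 min post-stimulation / Signal: membrane potential fluorescence / Benchmarks: isoproterenol-only wells as full block versus NPY-plus-isoproterenol wells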
# NPY1 pot ag = human NPY-Y1 potentiation or agonism, primary screen; hit rate 0.37% among 220,000; AID 1304; NPY-Y1 expressing cells, potentiator/agonist activation; activation, % at 3.6 µM; in the data active = activation above about 33%, passing the limit was not always enough;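 note: cells stimulated with NPY at EC10 then isoproterenol at EC100; 0% = low agonist plus stimulus and 100% = saturating agonist plus stimulus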
# S1P4 ag = activates the human S1P4 receptor; O95977; S1P4-expressing cell line, agonist reporter assay; activation, % at 4.98 µM; hit rate 0.35% among 220,000; in the data active = activation above about 11%;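 note: 0% = DMSO vehicle and 100% = reference agonist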
# NPY-Y2 PAM-ag = human NPY-Y2 potentiation or agonism, primary screen. P49146. cells expressing NPY-Y2, potentiator/agonist read-out. activation, % at 3.6 µM. hit rate 0.45% among 220,000. AID 1359; in the data active = activation above about 27%;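 note: cells stimulated with NPY near EC25 plus isoproterenol at EC100; 0% = vehicle plus submaximal agonist and 100% = vehicle plus saturating agonist; some results beyond the cut were filed as inactive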
# Target sequence (P49146 whole entry, looked up): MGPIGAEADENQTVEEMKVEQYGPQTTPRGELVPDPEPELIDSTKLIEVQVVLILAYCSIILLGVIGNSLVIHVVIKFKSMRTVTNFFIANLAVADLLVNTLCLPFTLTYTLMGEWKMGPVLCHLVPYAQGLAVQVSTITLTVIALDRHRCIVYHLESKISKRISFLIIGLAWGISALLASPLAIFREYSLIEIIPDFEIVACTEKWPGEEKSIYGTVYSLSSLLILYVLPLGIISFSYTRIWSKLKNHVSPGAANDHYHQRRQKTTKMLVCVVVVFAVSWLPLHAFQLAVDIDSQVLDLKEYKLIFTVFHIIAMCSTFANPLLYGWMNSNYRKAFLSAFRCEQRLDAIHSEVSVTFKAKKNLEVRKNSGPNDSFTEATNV
# EP2 antag = inhibitors of human EP2 prostaglandin E2 receptor; P43116; C6 glioma cells expressing human EP2, cAMP TR-FRET; cells stimulated with saturating PGE2; inhibition, % at 25 µM; hit rate 0.52% among 260,000; AID 1422;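 active = percent inhibition above 40 after rounding to a whole number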;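 note: rat C6 glioma host cells with rolipram phosphodiesterase inhibitor present; the protocol text gives 20 µM as final concentration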
# An asterisk follows results filed as active; / = not tested or not shown; & = joins results of further samples; [ ] = remark or other dose. Not all compounds are listed; rates above refer to the full screens.
# The line under a structure holds: EP2 modulator	p97 ATPase inh	eIF4E-4G inh	S1P4 antag	NPY Y1 blocker	NPY1 pot ag	S1P4 ag	NPY-Y2 PAM-ag	EP2 antag
CCOC(=O)c1ccc(CNC(=O)c2n[nH]c(=O)c3ccccc23)o1
    34	4	2[fluorescence artefact?]	-22	-4	-2	2.2	-2	9
C/C(CC(=O)Nc1ccc(Cl)c(Cl)c1)=N\NC(=O)C(=O)N1CCCCC1
    -33	5	2	15	-7	23	-4.1	10	2
Cc1cc2nc(-c3ccc(SCC(=O)N4CCc5ccccc54)nc3)[nH]c2cc1C
    9	2	-21	7	1	2	0.7	11	23
COc1ccc(-c2cccc(C(=O)Nc3cccc(C(=O)O)c3)c2)cc1
    -2	7	2[fluorescence artefact?]	-8	-1	4	-0.8	-3	2
CC(=O)c1c(C)[nH]c(C(=O)Nc2nc(C)cs2)c1C
    -19	4	-8	-1	0	18	2.4	4	7
Cc1cccc(N/C(N)=N/c2nc(CSc3ccc(Cl)cc3)cc(=O)[nH]2)c1
    -2	-3	-6	6	/	-32	-0.8	-1	8
COc1ccc(Cl)cc1S(=O)(=O)N1CCN(C(=O)c2cc(OC)c(OC)c(OC)c2)CC1
    30	-2	-6	-7	-1	20	1.3	-17	12
CCn1nc(C(=O)Nc2ccc(S(=O)(=O)Nc3nccs3)cc2)c2ccccc2c1=O
    -4	9	-1	-21	1	7	0.8	21	/
O=C(O)C1C2C=CC(C2)C1C(=O)NC(c1ccccc1)c1ccccc1 (stereo not given)
    18	-1	2[fluorescence artefact?]	-7	-4	-10	0.2	-8	9
Cc1ccc(SCCC(=O)Nc2ccccc2C(=O)NC2CCCCC2)cc1
    30	-3	-3	1	2	-8	-0.6	-17	8
COc1ccc(-c2cc(C(F)(F)F)n3nc(C(=O)Nc4c(C)n(C)n(-c5ccccc5)c4=O)c(Cl)c3n2)cc1
    -26	3	0	-18	6	15	2.7	10	8
O=C(CSc1nc2ccccc2[nH]1)c1ccco1
    -1	5	-2	-14	-3	-6	-1.7	-7	9
CCN1CCN(C(c2cccs2)C(C)NS(=O)(=O)c2ccccc2)CC1 (stereo not given)
    2	-2	-3	-18	3	-1	0.3	-4	7
CCOc1ccc2oc(C(=O)OC(C(=O)NC(N)=O)C(C)C)c(C)c2c1 (stereo not given)
    -5	-1	-1	-2	/	-12	0.0	-11	8
Cc1cccc(Sc2ccc([N+](=O)[O-])cn2)c1
    20	4	22[fluorescence artefact?]	-1	2	-12	0.7	-7	3
O=C(NCC1CCCCC1)c1cc(S(=O)(=O)N2CCCCC2)ccc1N1CCOCC1
    -18	-1	-1	-1	7	-8	1.5	5	7
Cc1ccc(-c2c[n+](CC(=O)Nc3nc(-c4ccccc4)cs3)c3n2CCC3)cc1
    -37	4	-4	-1	/	-4	-0.5	-27	5
COCCSc1ccccc1C(=O)N1CCOCC1
    -3	-1	-6	6	-5	-4	0.1	15	6
CCCCC(=O)Nc1ccc(NC(=S)NC(=O)c2ccco2)cc1OC
    -14	0	0	-12	/	-1	1.6	-19	6
Cc1ccccc1NC(=S)N=Nc1c(O)n(C)c2ccc(S(=O)(=O)N3CCOCC3)cc12
    13	3	-4[fluorescence artefact?]	0	-4	20	0.3	6	8
C=CCc1cc(Cl)ccc1OC(=O)Nc1cccc(Cl)c1
    -45	-4	0	-12	/	11	1.4	1	2
CS(=O)(=O)N1N=C(c2ccco2)CC1c1ccc(Cl)cc1Cl (stereo not given)
    14	0	2	0	0	7	1.7	7	4
COc1ccc(NC(=O)CC2COc3ccccc3O2)c(OC)c1 (stereo not given)
    -10	-6	1	7	1	10	-0.7	-1	0
Cc1nc2ccccc2c(=O)n1NC(=O)c1cncc(Br)c1
    30	2	-2	6	-2	8	-0.3	-21	3
CC(=O)Nc1nonc1NC(=O)c1ccc(C(C)(C)C)cc1
    -3	-2	-1	-1	14	10	0.2	-10	11
C#CCOCCOCCOCCNc1nc(N2CCN(C(=O)[C@H](Cc3cc4ccccc4[nH]3)n3cc([C@@H](N)CC(C)C)nn3)CC2)nc(N2CCN(C(=O)[C@H](Cc3cc4ccccc4[nH]3)n3cc([C@@H](N)CC(C)C)nn3)CC2)n1
    -8	27*	13	8	2	10	-5.3	-3	22
CCCn1cc(S(=O)(=O)CC(=O)Nc2ccc(OC)cc2OC)c2ccccc21
    -7	6	4	-10	1	0	0.9	16	14
COc1ccccc1NC(=O)/C=C/c1ccc2c(c1)OCO2
    -58	0	2	-1	15	-9	-2.0	-26	4
C=CCNc1nc(N2CCCCC2)c(C#N)c2c1CN(Cc1ccccc1)CC2
    25	3	2	2	8	4	1.8	5	12
N#Cc1ccc(OCCOCCNC2CCCC2)cc1
    -6	5	18	-15	-3	21	0.2	10	2

# The list goes on, overlapping the part above by 3 compounds.
# The line under a structure holds: EP2 modulator	p97 ATPase inh	eIF4E-4G inh	S1P4 antag	NPY Y1 blocker	NPY1 pot ag	S1P4 ag	NPY-Y2 PAM-ag	EP2 antag
COc1ccccc1NC(=O)/C=C/c1ccc2c(c1)OCO2
    -58	0	2	-1	15	-9	-2.0	-26	4
C=CCNc1nc(N2CCCCC2)c(C#N)c2c1CN(Cc1ccccc1)CC2
    25	3	2	2	8	4	1.8	5	12
N#Cc1ccc(OCCOCCNC2CCCC2)cc1
    -6	5	18	-15	-3	21	0.2	10	2
O=C1[C@H]2[C@H](ON3CCCC[C@H]23)C(=O)N1c1ccc(Cl)cc1
    33	5	0	-20	3	12	-2.1	13	5
O=C(CSc1nnc(COc2ccccc2)o1)N1CCOCC1
    0	4	1	-18	-3	7	0.5	6	2
Cn1c(N)c(C(=O)COC(=O)c2ccc(Cl)c(S(=O)(=O)N3CCCCC3)c2)c(=O)n(C)c1=O
    -12	1	4	-8	-2	-4	-0.1	9	9
CCCC(=O)Nc1sc2c(c1C#N)CCCC2
    15	3	4	-15	0	-2	0.2	6	12
COCCNC(=S)N1CCN(Cc2cccc(OC)c2)CC1
    13	3	-2	-4	1	13	-0.3	5	12
Cc1cc(NC(=O)Nc2ccc(F)c(Cl)c2)no1
    -23	-1	12	-31	-16	24	1.4	11	6
Cn1ccnc1SCC(=O)Nc1ccc2c(c1)COC2=O
    4	2	0	1	-8	13	-0.3	4	8
O=c1[nH]nc(CSCc2ccccc2Cl)[nH]1
    -8	3	38*	6	1	3	0.6	-16	5
O=C(Nc1ccccc1)C(Cc1cccs1)c1nn[nH]n1 (stereo not given)
    -6	-5	-2	-19	-2	-2	0.7	-6	8
COc1ccc(S(=O)(=O)N2CCCC2)c(C)c1C
    17	2	3[fluorescence artefact?]	-23	7	13	0.5	1	5
CCCCN(C)C1CCN(C(=S)Nc2cccc(SC)c2)CC1
    -18	6	4	-11	7	-6	1.1	-9	4
O=C(c1ccco1)N(CCCN1CCOCC1)c1nc(-c2ccc(F)cc2)cs1
    22	0	3	-26	9	-30	-0.5	-16	3
CC(C)Cc1nnc(NC(=O)CCc2c[nH]c3ccccc23)s1
    -46	-3	2	-29	0	4	1.2	-2	5
Cc1nonc1NC(=O)c1ccc(Cl)c(S(=O)(=O)N2CCCCC2)c1
    -5	0	-4	-7	3	7	0.6	-2	8
Cc1ccc(C(=O)OCC(=O)c2ccc(Cl)s2)s1
    -1	3	-2	-19	-3	-7	0.7	-7	7
Cn1c(C(=O)OC(C(=O)NC(C)(C)C)c2cccnc2)cc2sccc21 (stereo not given)
    -59	0	2	-1	0	12	2.5	4	6
CCOC(=O)C1C(=O)C=C(c2cccs2)CC1c1ccccc1 (stereo not given)
    29	3	-8	-6	-2	-4	3.7	-10	2
CCOC(=O)c1c(C)nc2c3ccccc3ccn12
    4	-7	-16	1	8	-24	-0.8	-18	8
O=C1C(=O)N(Cc2ccco2)C(c2cccs2)/C1=C(\O)c1cccc([N+](=O)[O-])c1 (stereo not given)
    4	2	4	3	/	-8	0.2	10	4
COC(=O)Cc1[nH]n(-c2nc3ccccc3s2)c(=O)c1C(C)=Nc1ccc(C)cc1
    -12	1	7	-14	1	5	0.9	3	6
O=c1c2cc(N3CCOCC3)ccc2[nH]c(=S)n1Cc1ccccc1Cl
    9	3	-5	-25	-8	28	2.0	5	5
Cc1ccc(CNC(=O)CSc2nc3c(sc4ccccc43)c(=O)n2CCCN2CCCC2)cc1
    -47	1	4	-2	21*	-32	-0.6	-22	5
O=C(C[n+]1ccc(Cc2ccccc2)cc1)Nc1ccc([N+](=O)[O-])cc1Cl
    -1	1	3	-10	-8	8	2.0	9	1
Cc1ccc(C(=O)Nc2ccc(CN3CCS(=O)(=O)CC3)cc2)cc1C
    -4	-1	1	10	/	-26	-0.8	-2	21
O=C1C2ON(c3ccccc3)C(c3ccccc3F)C2C(=O)N1c1ccccc1 (stereo not given)
    26	3	-9[fluorescence artefact?]	-9	-1	5	0.2	11	11
Cc1ccc(CNC(=O)C(C)OC(=O)c2ccco2)cc1 (stereo not given)
    34&7	3	-5	1	2	-1	-0.7	-10	7&12
CC(=O)c1sc(-c2ccccc2Cl)nc1C
    18	4	-2	-13	-1	-4	-0.1	2	23
N#C/C(=C\c1ccco1)c1nc2ccccc2s1
    -48	1	24	-7	2	12	-0.6	-5	3
Nc1nc(SCC(=O)c2ccc([N+](=O)[O-])cc2)n[nH]1
    25	2	2	5	-1	7	-1.9	5	8
O=C1c2ccncc2C(=O)N1CNc1ccc(Cl)cc1
    -6	-1	2	-5	1	13	2.2	0	4
Cc1ccccc1CN1C(=O)C(O)(CC(=O)c2ccncc2)c2ccccc21 (stereo not given)
    14	11	2	7	2	11	0.6	13	-1
CCCC1=C(C(=O)OCC)C(c2ccc(OC)c(C)c2OC)C(C#N)=C(N)O1 (stereo not given)
    22	-5	2	3	6	-12	-0.2	2	8
Cc1[nH]c(-c2ccco2)nc1C(=O)O
    29	0	-11[fluorescence artefact?]	-5	2	10	-0.6	-6	4
Cc1ccc(N2CC(C(=O)Nc3nccs3)CC2=O)cc1Cl (stereo not given)
    -14	1	-13	-5	-3	1	0.5	0	3
O=C(CNC(=S)NC(=O)c1cccc([N+](=O)[O-])c1)c1ccccc1
    -15	-4	-11	-5	5	-18	0.4	2	6
O=c1[nH]c(CSc2ncnc3sccc23)nc2cc(C(F)(F)F)ccc12
    22	7	-11	-4	/	-9	0.0	-6	3
COC(=O)C(C)N(C(=O)c1cccc2ccccc12)c1c(C)cccc1C (stereo not given)
    56	-5	2	2	11	13	-0.3	6	8
COc1ccc2c(c1OC)C(=O)N1C2SC[C@H]1C(=O)NC1CC(C)(C)NC(C)(C)C1 (stereo not given in full)
    7	3	-1	0	6	5	0.1	-4	10
COc1ccc(NC(=O)C(OC)c2ccccc2)cc1Cl (stereo not given)
    -10	5	0	-5	0	13	-1.5	-12	6
Cc1nn(C)c(C)c1S(=O)(=O)N1CCCC(C(=O)NC2CCCCCC2)C1 (stereo not given)
    -1	8	6	-9	4	1	-0.7	3	15
CCCCOC(=O)CSCC(=O)Nc1cc(C)on1
    0	4	5[fluorescence artefact?]	4	1	12	1.9	-5	2
COc1ccc(-n2nc(C(=O)NCC(=O)Nc3ccccn3)c3ccccc3c2=O)cc1
    41	-8	0[fluorescence artefact?]	-6	6	-9	0.6	-3	12

# From PubChem
